uPA generation: cell surface uPA generation inhibition | Potency, µM (doses to about 38.3 µM), without a hit: at the highest dose activity change, negative = inhibition, most hits filed as inhibitors | 330,000 compounds, 0.31% hits | AID 540303 | cell surface uPA generation assay, qHTS; active = well fitted inhibition curve with a large enough effect; inconclusive = small, poorly fitted or top-dose-only effect; inactive = no such curve, though single readings can be large or run the other way; tested in mouse RAW 264.7 cells; note: potency is the fitted concentration of half-maximal effect; % is set by controls: 0 for no effect and ±100 for the full control effect; nearly all actives have a fitted effect of over 55% in size
Eya2 inh: blocks the phosphatase activity of human Eya2 | recombinant Eya2, OMFP fluorescence dephosphorylation (OMFP is methylfluorescein phosphate) | 330,000 compounds, 0.006% hits | O00167 | AID 488837 | Potency, µM (doses to about 76.9 µM), inactives show top-dose activity, negative = inhibition, most hits filed as inhibitors; note: potency is the fitted concentration of half-maximal effect; % is set by controls: 0 for no effect and ±100 for the full control effect
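Eya2 (0.2 uM) preincubated 10 min at ambient with compound, then OMFP substrate added at 50 uM; 10 min reaction in 50 mM HEPES pH 7.5, 50 mM NaCl, 5 uM MgCl2, 0.05% BSA, 1 mM DTT. Fluorescence read at Ex 485/Em 525 nm.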
Integrin act MD: integrin-mediated muscular dystrophy alleviation activation; alpha7betagal myoblasts, beta-gal FDG fluorescence, 48 h; Potency, µM (doses to about 38.3 µM), inactives show top-dose activation, hits mostly activators; 350,000 compounds, 0.064% hits; AID 624291;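 note: potency is the fitted concentration of half-maximal effect; 100% = response of the positive control SU9516; nearly all actives have a fitted effect of over 60% in size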
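alpha7betagal+/- myoblasts (passage 13, 250/well) treated 48 h at 37C with compounds at 1:260 dilution of DMSO stock. Lysed, then beta-galactosidase activity read as FDG fluorescence (ex 480/em 540) after 30 min, with pre-read for autofluorescence.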
TRPV1 ag: activates the human vanilloid receptor TRPV1; 320,000 compounds, 0.19% hits; activation, % at 8.33 µM; TRPV1-expressing cells, Fluo-8 calcium influx, agonist mode; in the data active = activation above about 80%; inconclusive = between about 30% and that limit; note: 0% is about no effect
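Fluo-8 calcium influx in TRPV1-expressing cells, kinetic read (ex 480/em 520 nm). Compound added and read 3 min for agonist activity, followed by capsaicin at EC20 final and 2 min further read for enhancement.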
ELG1 genotox: genotoxicity induction in ELG1-luciferase HEK293T cells; Potency, µM (series often up to 46 µM), for inactives: top-dose activity change, positive = activation, most hits filed as activators; 330,000 compounds, 1.3% hits; AID 504466; HEK293T ELG1-luciferase reporter, luminescence, 16 h; note: potency is the fitted concentration of half-maximal effect; % of control where 0% means no effect; nearly all actives have a fitted effect of over 60% in size
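ELG1-luciferase HEK293T cells, 2,000/well; compound pinned in; 16 hr, 37 °C, 5% CO2; ONE-Glo, 30 min RT; luminescence on CCD imager.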
PTAP TSG101 blk: blocks PTAP/TSG101 interaction to inhibit HIV-1 budding; Q99816; Potency, µM (series often up to 115 µM), inactives show top-dose activity change, negative = inhibition, usual class: inhibitors; Fluorescence polarization, FITC-PTAP peptide / Tsg101 binding; 340,000 tested, under 10 active; active = well fitted inhibition curve with a large enough effect in the main read-out, with a control signal flat, not every such curve was filed as active; inconclusive = small, poorly fitted or top-dose-only effect, or effect the other way, or a change in a side signal; inactive = no such curve, though single readings can be large or run the other way; note: potency is the fitted concentration of half-maximal effect; % of control where 0% means no effect
Target sequence (Q99816 whole entry, looked up): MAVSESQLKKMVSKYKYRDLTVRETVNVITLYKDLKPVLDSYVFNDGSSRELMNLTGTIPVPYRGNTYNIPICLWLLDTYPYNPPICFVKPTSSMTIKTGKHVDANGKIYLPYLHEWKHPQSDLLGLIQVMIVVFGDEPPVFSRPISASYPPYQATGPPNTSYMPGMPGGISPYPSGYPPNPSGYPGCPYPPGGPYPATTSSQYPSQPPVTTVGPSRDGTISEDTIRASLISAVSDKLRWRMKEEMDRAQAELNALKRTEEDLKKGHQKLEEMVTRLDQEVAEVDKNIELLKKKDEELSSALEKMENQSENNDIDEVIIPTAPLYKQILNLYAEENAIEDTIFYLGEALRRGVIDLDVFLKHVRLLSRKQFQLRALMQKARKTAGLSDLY
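Compounds were pin-transferred onto Tsg101 binding domain (10 uM final) in HEPES pH 7.5 buffer, then FITC-PTAP peptide was added at 50 nM final. After 20 min at RT, polarization reported peptide displacement across a qHTS concentration series.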
ASM inhibitor: human S-ASM enzyme inhibition; 340,000 compounds, 0.006% hits; P17405; Potency, µM (highest dose often 57.5 µM), without a hit: at the top dose activity change, negative = inhibition, most hits filed as inhibitors; placental ASM, HMU-PC fluorogenic substrate, 60 min; note: potency is the fitted concentration of half-maximal effect
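Fluorogenic HMU-PC substrate (9 uM final) is turned over by placental ASM in 60 min at 37 C after a 10 min compound preincubation. Reaction ended by alkaline stop (pH 10), with fluorescence read at 386/447 nm.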
USP2a block: inhibitors of human ubiquitin-specific protease USP2a; Potency, µM (highest dose often 38.3 µM), inactives show top-dose activity change, negative = inhibition, usual class: inhibitors; 330,000 compounds, 0.01% hits; AID 463254; USP2 core, Ub-CHOP2 coupled fluorogenic reporter, 485/531; O75604;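 note: potency is the fitted concentration of half-maximal effect; plate controls were DMSO wells for no effect and full inhibition by NEM control for full effect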
Target sequence (O75604 whole entry, looked up): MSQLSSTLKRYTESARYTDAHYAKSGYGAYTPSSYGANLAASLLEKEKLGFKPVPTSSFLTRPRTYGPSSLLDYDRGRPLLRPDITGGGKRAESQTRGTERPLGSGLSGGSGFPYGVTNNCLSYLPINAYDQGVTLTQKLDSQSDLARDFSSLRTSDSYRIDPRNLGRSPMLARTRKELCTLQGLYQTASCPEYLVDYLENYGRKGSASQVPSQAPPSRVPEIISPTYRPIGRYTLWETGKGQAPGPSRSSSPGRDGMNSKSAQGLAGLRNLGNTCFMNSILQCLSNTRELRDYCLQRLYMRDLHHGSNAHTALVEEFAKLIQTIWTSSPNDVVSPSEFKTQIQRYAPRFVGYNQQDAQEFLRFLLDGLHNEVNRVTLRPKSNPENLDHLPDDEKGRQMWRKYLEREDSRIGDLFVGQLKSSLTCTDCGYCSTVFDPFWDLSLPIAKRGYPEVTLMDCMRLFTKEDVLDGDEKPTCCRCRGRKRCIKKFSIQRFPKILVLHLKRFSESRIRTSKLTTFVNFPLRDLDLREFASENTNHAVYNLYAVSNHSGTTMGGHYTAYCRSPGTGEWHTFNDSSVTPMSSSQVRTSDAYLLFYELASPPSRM
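Deubiquitinase activity read as fluorescence (485/531 nm) after Ub-CHOP2 cleavage activates the enterokinase reporter on its substrate; USP2 core 10nM, Ub-CHOP2 and substrate 25nM each, 30min compound preincubation then 60min RT; data normalized to NEM, curves fitted.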
BRCA1 expr act: activators of BRCA1 expression | Potency, µM (titrated, usually from 46.1 µM), inactives show at the highest dose activation, most hits filed as activators | AID 624202 | MCF7-BRCA1-FFLuc reporter, luminescence, 48 h; response scale: scaled: vehicle 0%, 10 µM genistein 100% | 380,000 compounds, 1.1% hits; note: potency is the fitted concentration of half-maximal effect; nearly all actives have a fitted effect of over 80% in size; some results filed as inactive show a strong effect at the top dose
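Luminescence from a BRCA1-driven firefly luciferase in MCF7 cells was read after 48 h compound exposure at 37 C. Data normalized against DMSO and a 10microM genistein activation control, then curve-fitted across the titration.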
p53 reactivation: restores transcriptional activity of mutant p53 | 320,000 compounds, 0.063% hits | AID 504706 | Potency, µM (highest dose often 92.2 µM), for the others: at the top dose activity change, positive = activation, hits mostly activators | H1299 p53-A138V BP100-luciferase reporter, luminescence, 24 h; note: potency is the fitted concentration of half-maximal effect; % of control where 0% means no effect; nearly all actives have a fitted effect of over 45% in size
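p53-null H1299 cells stably carrying temperature-sensitive p53-A138V and a BP100-luciferase reporter were pinned with compounds (4-point, 1:5 series) and held 24 hrs at 37 deg C. Luminescence was read 10 min after detection reagent.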
B2AR arrestin: agonists driving beta-arrestin recruitment to human beta2-adrenergic receptor; beta-arrestin recruitment to beta2AR, cell-based reporter; AID 492947; Potency, µM (top dose mostly 46.1 µM), for the others: at the top dose activation, most hits filed as activators; P07550; 330,000 compounds, 0.02% hits;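 note: potency is the fitted concentration of half-maximal effect; 0% = DMSO controls and full agonism = EC100 isoproterenol or metaproterenol; nearly all actives have a fitted effect of over 65% in size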
Starred values were filed as active, the others as inactive; i = inactive; u = inconclusive; x = no result given; [ ] = dose if it differs, or a comment. Unless noted, calls come from the whole dose curve; as a rule, active = well fitted curve in the direction sought with a large enough effect; inconclusive = small, poorly fitted or top-dose-only effect, or another doubt; inactive = no such curve, though single readings can be large; an effect the other way counts as inactive or inconclusive.

SMILES | uPA generation | Eya2 inh | Integrin act MD | TRPV1 ag | ELG1 genotox | PTAP TSG101 blk | ASM inhibitor | USP2a block | BRCA1 expr act | p53 reactivation | B2AR arrestin
Cc1ccc(OCCCC(=O)Nc2ccc3c(c2)OCCO3)cc1 | -12% | 1% | -1% | 19 | 3% | -3% | 7% | 1% | 23% | -1% | 1.0%
Cc1cccc(-c2nc(S(=O)(=O)c3ccccc3)c(N3CCOCC3)o2)c1 | 1% | -11% | 8% | u | -5% | 0% | -6% | 0% | -4% | 1% | 0.1%
COC(=O)[C@]1(Cc2ccccc2)N[C@H](c2ccc(-c3ccccc3)cc2)[C@@H]2C(=O)N(C)C(=O)[C@@H]21 | -23% | 5% | -7% | 2 | -5% | 2% | -13% | 2% | -36% | -3% | 0.0%
O=C(c1ccc(S(=O)(=O)NCc2ccco2)cc1)N1CCN(Cc2ccc3c(c2)OCO3)CC1 | -10% | -7% | -11% | 0 | -8% | -3% | 1% | 1% | -37% | -3% | 0.0%
COc1ccccc1N1CCN(/N=C/c2ccc(O)c(O)c2)CC1 | -17% | -1% | -54%[inhibitor] | u | u | -5% | -1% | 1% | 52% | 4% | -0.1%
Nc1nc(NCc2ccc(Cl)cc2)nc(NCCO)c1[N+](=O)[O-] | 2% | 12% | 24% | -1 | 13% | 0% | -2% | -1% | -11% | -5% | -0.6%
S=C(NCCc1ccccn1)Nc1cccc(Cl)c1 | -6% | -1% | -37% | -4 | -2% | -2% | 3% | 0% | 19% | 0% | -0.9%
O=C(CCCCCl)Nc1c2c(nc3ccccc13)CCC2 | 4% | -5% | 9% | 2 | -1% | -3% | -1% | 0% | -27% | 5% | -1.0%
CCCCNC1=NCCS1 | 3% | -29% | 10% | 0 | -1% | -3% | 1% | -2% | -3% | -1% | 0.2%
COc1ccccc1NS(=O)(=O)c1cc(C(=O)NCC(c2ccc(F)cc2)N2CCOCC2)ccc1C (centres undefined) | 3% | 8% | -3% | 0 | 0% | 1% | -4% | 0% | 1% | -3% | 0.2%
Cc1ccccc1C(=O)OCCCN=C1NS(=O)(=O)c2ccccc21 | 0% | 8% | -1% | u | 0% | -7% | 4% | 0% | -9% | -10% | 0.4%
O=C(CCN1C(=O)/C(=C\C=C\c2ccccc2)SC1=S)Nc1cccc(C(=O)O)c1 | u | 5% | 6% | 1 | u | -1% | -11% | 0% | 6.3µM* | -6% | -0.2%
Cc1ccccc1C(=O)NNc1ccc(-c2csnn2)cc1 | 2% | -19% | 8% | 3 | 1% | -1% | -2% | 2% | -16% | -3% | -0.3%
O=C(Cn1nnc(-c2ccncc2)n1)N1CCc2ccccc21 | 3% | 8% | 4% | -3 | 1% | -4% | -1% | 3% | -3% | -2% | -0.7%
O=C(NCc1ccccc1)C(=O)NCC1OCCCN1S(=O)(=O)c1cccs1 (centres undefined) | -4% | 9% | 0% | -11 | -4% | -1% | -2% | 0% | -4% | 1% | -0.9%
COc1ccccc1CNC(=O)C1CCN(C(=O)c2sccc2-n2cccc2)CC1 | -10% | -3% | 5% | 0 | 1% | -9% | 1% | 3% | -17% | 7% | 0.2%
CC(c1ccccc1)n1c(SCC(=O)N2CC(=O)Nc3ccccc32)nc2ccccc2c1=O (centres undefined) | 6% | -2% | -12% | 2 | -8% | -1% | -6% | -1% | -80% | -17% | -0.6%
Cc1cccc2cc(CN(CCCO)C(=O)Nc3ccccc3Cl)c(=O)[nH]c12 | 0% | 12% | 22% | -1 | -5% | -1% | -4% | 2% | -24% | -5% | 0.0%
Fc1ccccc1-c1nc(NCc2ccco2)c2ccccc2n1 | 1% | 4% | -14% | 16 | -9% | 0% | -1% | 0% | -42% | -1% | -0.4%
Cc1cccc(NC(=S)NNC(=O)c2cccc([N+](=O)[O-])c2)c1 | 1% | -5% | 25% | 18 | -2% | -4% | 2% | 1% | 0% | 8% | 4.1%
N#CC(C(=O)NCc1ccccc1)c1nc2ccccc2nc1N1CCCC1 (centres undefined) | -4% | 41% | -5% | 16 | 5% | u | 177%[activator] | 22% | -10% | -2% | -0.2%
Cc1ccc(CCSc2ccc(F)cc2)cn1 | -1% | 8% | 8% | x | 4% | 0% | 3% | -1% | 46% | 0% | -0.4%
NC(N)=NS(=O)(=O)c1ccc(NC(=S)NC(=O)/C=C/c2ccccc2)cc1 | 10% | -10% | 7% | -1 | 1% | 0% | 1% | 0% | -12% | 3% | -0.7%
O=C(COC(=O)/C=C/c1cccc(C(F)(F)F)c1)NC1CCS(=O)(=O)C1 (centres undefined) | -7% | 12% | -29% | 6 | 4% | -4% | 1% | 3% | -40% | -3% | 0.3%
CCS(=O)(=O)C1=NN2C(=N)/C(=C\c3ccc(SCc4ccco4)o3)C(=O)N=C2S1 | 15% | u | -4% | 1 | 5% | 13% | u | 6% | 46% | 4% | -0.2%

Reformatted field by field: entries from further up
Cc1ccccc1C(=O)NNc1ccc(-c2csnn2)cc1
  uPA generation: 2%	Eya2 inh: -19%	Integrin act MD: 8%	TRPV1 ag: 3	ELG1 genotox: 1%	PTAP TSG101 blk: -1%	ASM inhibitor: -2%	USP2a block: 2%	BRCA1 expr act: -16%	p53 reactivation: -3%	B2AR arrestin: -0.3%

O=C(Cn1nnc(-c2ccncc2)n1)N1CCc2ccccc21
  uPA generation: 3%	Eya2 inh: 8%	Integrin act MD: 4%	TRPV1 ag: -3	ELG1 genotox: 1%	PTAP TSG101 blk: -4%	ASM inhibitor: -1%	USP2a block: 3%	BRCA1 expr act: -3%	p53 reactivation: -2%	B2AR arrestin: -0.7%

Remaining list, next part
SMILES | uPA generation | Eya2 inh | Integrin act MD | TRPV1 ag | ELG1 genotox | PTAP TSG101 blk | ASM inhibitor | USP2a block | BRCA1 expr act | p53 reactivation | B2AR arrestin
COc1ccccc1[C@@H]1C(c2cccc(Cl)c2)=NN(c2ccc(Br)cc2)[C@H]1C(=O)N1CCOC1=O | 12% | 5% | 17% | -1 | 0% | 0% | i | 0% | -10% | 4% | -1.4%
COC(=O)[C@]1(C)N[C@H](CN(C)C(=O)c2ccccc2)[C@@H]2C(=O)N(Cc3ccccc3)C(=O)[C@@H]21 | 2% | 2% | 5% | x | 1% | 1% | 6% | 0% | 7% | -3% | -0.8%
Cc1cc(NC(=O)CCC(=O)N(c2ccccc2)C(C(=O)NC(C)(C)C)c2ccccc2Cl)no1 (centres undefined) | 9% | 3% | u | 26 | -1% | 1% | -1% | -6% | -58% | 4% | -0.1%
COc1ccc(S(=O)(=O)NC(C)(C)C)cc1-c1nnc2c3ccccc3c(C)nn12 | 1% | 11% | 0% | 1 | 4% | -5% | -3% | 0% | -8% | -4% | -0.1%
CC(c1ccccc1)N(CC(=O)NC1CCCCC1)S(=O)(=O)c1cccc(C(F)(F)F)c1 (centres undefined) | 2% | -15% | -30%[inhibitor] | u | -4% | -4% | -3% | -6% | -79% | 3% | -0.8%
O=C(O)c1cnc2[nH]c3ccccc3n2c1=O | -1% | 6% | 1% | -8 | 2% | -9% | 19% | 0% | 0% | 7% | -0.4%
N#C/C(=C\c1ccc(-c2ccc(S(=O)(=O)N3CCOCC3)cc2)o1)C(=O)NC1CC1 | -6% | 2% | -2% | 4 | -5% | -3% | 61%[activator] | -1% | -6% | -11% | -0.1%
Cc1nn(C)c(Oc2ccc(Cl)cc2)c1C(=O)Nc1ccc(F)cc1F | x | u | -15%[7.66 µM] | x | 0% | -3% | 0% | 2% | -51% | -2% | 0.1%
COc1ccc(Nc2nnc(SCC(=O)N3CCCC3)s2)cc1 | -13% | -19% | -12% | -1 | 0% | -3% | 0% | 8% | 20% | -3% | -0.4%
COc1cc2c(cc1OC)C(c1cc(Br)ccc1O)N(C(C)=O)CC2 (centres undefined) | 1% | x | -5% | x | x | -1% | -1% | x | -17% | x | x
CC(C)(C)OC(=O)CNC(=O)c1[nH]cnc1C(=O)NCCCCCNC(=O)OC(C)(C)C | -3% | 5% | -38%[inhibitor] | 12 | -13% | -3% | 4% | 3% | -42% | x | -0.9%

Part of the list above in another layout:
Values run as follows: uPA generation | Eya2 inh | Integrin act MD | TRPV1 ag | ELG1 genotox | PTAP TSG101 blk | ASM inhibitor | USP2a block | BRCA1 expr act | p53 reactivation | B2AR arrestin
N#C/C(=C\c1ccc(-c2ccc(S(=O)(=O)N3CCOCC3)cc2)o1)C(=O)NC1CC1
  -6% | 2% | -2% | 4 | -5% | -3% | 61%[activator] | -1% | -6% | -11% | -0.1%
Cc1nn(C)c(Oc2ccc(Cl)cc2)c1C(=O)Nc1ccc(F)cc1F
  x | u | -15%[7.66 µM] | x | 0% | -3% | 0% | 2% | -51% | -2% | 0.1%
